# Pin1 inhibitor – human Pin1 inhibition; Pin1 FP peptide displacement, HiFluor488, 10 min; Potency, µM (top dose mostly 115 µM), without a hit: at the top dose activity, negative = inhibition, most hits filed as inhibitors; 390,000 tested, 0.009% active; AID 504891; active = well fitted inhibition curve with a large enough effect in the polarisation, with a control signal flat, not every such curve was filed as active; inconclusive = small, poorly fitted or top-dose-only effect, or effect the other way, or a change in a side signal; inactive = no such curve, though single readings can be large or run the other way; the % refers to the polarisation; also: % is scaled to controls: 0 for no effect and ±100 for the full control effect
# Target sequence (Q13526 whole entry, looked up): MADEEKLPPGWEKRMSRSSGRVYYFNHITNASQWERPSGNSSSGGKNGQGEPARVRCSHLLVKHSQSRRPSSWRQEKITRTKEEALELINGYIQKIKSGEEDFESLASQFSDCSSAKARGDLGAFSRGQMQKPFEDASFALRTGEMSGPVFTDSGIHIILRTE
# TrxR1 inh – rat TrxR1 inhibition; O89049; recombinant rTrxR1, NADPH fluorescence consumption, selenite substrate; Potency, µM (top dose mostly 114 µM), without a hit: at the top dose activity change, negative = inhibition, hits mostly inhibitors; 390,000 tested, 1% active; also: % is scaled to controls: 0 for no effect and ±100 for the full control effect; nearly all actives have a fitted effect of over 65% in size
#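 Rat TrxR1 (90 nM in the dispensed reagent) was pre-reduced with 400 uM NADPH for 5 min at room temperature, then incubated with compound for 15 min. After 400 uM selenite was added, NADPH fluorescence (Ex 340/Em 450 nm) was followed for 8 min.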
# 12-LOX inh – blocks human arachidonate 12S-lipoxygenase; P18054; purified 12hLO, xylenol orange hydroperoxide absorbance; Potency, µM (titrated, usually from 108 µM), without a hit: at the top dose activity change, negative = inhibition, actives largely listed as inhibitors; 580,000 tested, 1.1% active; also: % is scaled to controls: 0 for no effect and ±100 for the full control effect
#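 Purified human 12hLO at 150 nM in 25 mM Hepes, 0.01% Triton X-100, pH 7.0, preincubated 15 min at room temperature with compound. Reaction started with 40 uM arachidonic acid, 30 min at room temperature. Hydroperoxide measured by Fe-xylenol orange, 573/405 nm absorbance ratio.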
# Tb PGK inh – T. brucei PGK inhibition; 380,000 tested, 0.043% active; Potency, µM (doses to about 57.5 µM), inactives show at the highest dose activity change, negative = inhibition, hits mostly inhibitors; P07378; PGK/GAPDH coupled, Kinase-Glo luminescence, 60 min; also: % is scaled to controls: 0 for no effect and ±100 for the full control effect; nearly all actives have a fitted effect of over 60% in size
#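 Recombinant glycosomal PGK reaction used 1,3-bisphosphoglycerate generated in-well by GAPDH (100nM final) in 100mM TEA pH 7.6, 5mM MgCl2, 0.01% Tween-20. After 60 minutes at room temperature, ATP was read by Kinase-Glo Plus luminescence end-point.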
# GLS inhibitor – blocks human kidney-isoform glutaminase activity; O94925; GLS enzymatic activity, qHTS titration; Potency, µM (highest dose often 45.5 µM), without a hit: at the highest dose activity change, negative = inhibition, usual class: inhibitors; 410,000 tested, 0.21% active; AID 624170; also: % is scaled to controls: 0 for no effect and ±100 for the full control effect
# Target sequence (O94925 whole entry, looked up, canonical isoform): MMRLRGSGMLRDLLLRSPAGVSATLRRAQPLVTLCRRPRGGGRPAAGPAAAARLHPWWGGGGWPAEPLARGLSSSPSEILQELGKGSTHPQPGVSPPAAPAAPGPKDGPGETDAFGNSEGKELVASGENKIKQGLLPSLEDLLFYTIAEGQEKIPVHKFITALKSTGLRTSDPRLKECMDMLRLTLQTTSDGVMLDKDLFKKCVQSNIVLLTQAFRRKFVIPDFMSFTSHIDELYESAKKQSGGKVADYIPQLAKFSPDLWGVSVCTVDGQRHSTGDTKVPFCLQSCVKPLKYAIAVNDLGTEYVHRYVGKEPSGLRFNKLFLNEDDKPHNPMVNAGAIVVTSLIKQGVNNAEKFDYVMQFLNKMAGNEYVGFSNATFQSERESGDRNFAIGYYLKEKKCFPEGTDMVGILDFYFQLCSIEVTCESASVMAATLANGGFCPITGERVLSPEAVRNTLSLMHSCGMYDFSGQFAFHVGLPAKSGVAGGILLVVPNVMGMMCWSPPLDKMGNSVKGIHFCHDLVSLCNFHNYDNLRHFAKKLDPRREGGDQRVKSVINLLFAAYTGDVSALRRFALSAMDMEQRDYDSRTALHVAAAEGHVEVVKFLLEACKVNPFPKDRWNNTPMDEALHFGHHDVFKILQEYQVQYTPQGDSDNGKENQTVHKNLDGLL
#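 Assay buffer: 45 mM KH2PO4 pH 8.2, 0.02% Tween-20. hKGA acts on L-glutamine (1 mM solution added); product glutamate is reported by an oxidase/peroxidase Amplex Red coupling, with fluorescence taken at baseline and 30 min.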
# ERG-DNA inh – inhibitors of human ERG Ets domain-DNA interaction | P11308 | fluorescence polarization, His-ERG Ets domain / labelled DNA | Potency, µM (titrated, usually from 76.9 µM), without a hit: at the highest dose FP activity, negative = inhibition, most hits filed as inhibitors | 370,000 tested, 0.028% active | AID 624246; active = well fitted inhibition curve with a large enough effect in the polarisation, with a control signal flat; inconclusive = small, poorly fitted or top-dose-only effect, or effect the other way, or a change in a side signal; inactive = no such curve, though single readings can be large or run the other way; the % refers to the polarisation;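 also: polarization taken with two DNA probes labelled with fluorescein and Texas red; % of control where 0% means no effect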
#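 His-tagged ERG Ets domain (1 uM in the protein solution; 300mM KCl, 50mM Tris-HCl, 1mM EDTA, 1mM DTT, pH 7.5) received compound, then a probe mix of 5 nM fluorescein-DNA and 100nM Texas-615-DNA. Fluorescence polarization was read for both dyes.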
# HP1b chromo inh – blocks HP1-beta chromodomain binding to methylated histone tails | AlphaScreen HP1-beta / biotin-H3K9me3 peptide binding | AID 540317 | Potency, µM (top dose mostly 114 µM), without a hit: top-dose activity change, negative = inhibition, hits mostly inhibitors | 390,000 tested, 0.56% active; also: nearly all actives have a fitted effect of over 70% in size; inactives centre near 23
# Target sequence (P83916 whole entry, looked up): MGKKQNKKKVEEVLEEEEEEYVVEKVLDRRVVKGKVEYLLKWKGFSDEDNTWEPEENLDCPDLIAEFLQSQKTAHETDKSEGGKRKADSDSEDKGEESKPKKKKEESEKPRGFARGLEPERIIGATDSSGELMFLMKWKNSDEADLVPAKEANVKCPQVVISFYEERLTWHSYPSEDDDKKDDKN
#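 Compound inhibition of the preformed complex between 50 nM HP1-beta and 50 nM biotinylated H3K9me3 peptide was read by AlphaScreen. Buffer was PBS pH 7.4 with 0.01% Tween-20. Incubations ran 30 min at room temperature, with 10 ug/mL donor/acceptor beads.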
# JMJD2A Tudor inh – blocks the human JMJD2A Tudor domain; O75164; AlphaScreen JMJD2A-Tudor / H3K4me3 peptide binding; Potency, µM (top dose mostly 114 µM), for inactives: top-dose activity change, negative = inhibition, usual class: inhibitors; 390,000 tested, 4.4% active; AID 504339; also: % is scaled to controls: 0 for no effect and ±100 for the full control effect; nearly all actives have a fitted effect of over 50% in size
# RGS4 inhibitor – human RGS4 inhibition. Transcreener GDP fluorescence polarization, RGS4-accelerated GTP hydrolysis. Potency, µM (doses to about 114 µM), for the others: at the top dose activity change, negative = inhibition, actives largely listed as inhibitors. 390,000 tested, 0.039% active. AID 504845; also: % is scaled to controls: 0 for no effect and ±100 for the full control effect; nearly all actives have a fitted effect of over 75% in size; some results filed as inactive show a strong effect at the top dose
#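 MLSMR compounds (23 nl, pin-transferred) preincubated 10 min at room temperature with a 500nM (2x) first reagent, then RGS4 at 900nM (2x) plus Transcreener GDP mix added; fluorescence polarization (620/688 nm) read before and after 90 min at 30 °C.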
# * = called active by the depositor; i = inactive; ? = inconclusive; . = not tested or not shown; [ ] = another dose, or the depositor's remark. Unless noted, calls follow the shape of the dose curve; as a rule, active = well fitted curve in the direction sought with a large enough effect; inconclusive = small, poorly fitted or top-dose-only effect, or another doubt; inactive = no such curve, though single readings can be large; an effect the other way counts as inactive or inconclusive. Potency is read from the fitted curve at half-maximal effect. Some of the compounds tested; the hit share may differ from the screen's.
SMILES,Pin1 inhibitor,TrxR1 inh,12-LOX inh,Tb PGK inh,GLS inhibitor,ERG-DNA inh,HP1b chromo inh,JMJD2A Tudor inh,RGS4 inhibitor
CCOC(=O)N1CCC(NC(=O)c2ccc(Cl)cc2)CC1,-1%,24%,?,-11%,5%,9%,39%[activator],-10%,-7%
COc1nc(-c2ccc(Cl)cc2Cl)nc2ccccc12,0%,24%,10%,-6%,1%,4%,33%,6%,12%
Cc1cc(C)c(NC(=O)CSc2nc3ccccc3c3nc(CCn4cncc4C)nn23)c(C)c1,-3%,22%[57.1 µM],1%,7%,-1%,-4%,18%,-21%,9%
CCOc1ccccc1NC(=O)CSc1nnc(-c2ccco2)o1,0%,-4%,1%,-7%,?,.,9%,-8%,-5%
C=CCN1C=C2C(=O)C(C)(OC(=O)CCC(=O)OC)C(=O)C=C2C=C1C1CC1 (stereo not given),-23%,0%,-22%,5%,-1%,-2%,19%,-9%,-2%
CC1CC(C)CN(C(=O)Cn2nnc(-c3ccccc3)n2)C1 (stereo not given),0%,-12%,-2%,-10%,2%,4%,16%,-2%,-18%
Cn1c(SCC(=O)N2CCN(S(=O)(=O)c3ccccc3)CC2)nc2ccccc21,0%,4%,-14%,4%,1%,-6%,14%,-14%,8%
CC(=O)Oc1ccc(-c2nc3cc(Cl)ccc3c(=O)o2)cc1,6%,1%,14%,12%,-4%,4%,30%,-13%,-8%
Oc1ccc(C(c2nnnn2CCc2ccccc2)N2CCN(c3nc4ccccc4s3)CC2)cc1 (stereo not given),11%,?,-17%,-7%,3%,6%,-9%,-12%[11.4 µM],-3%[11.4 µM]
Cc1nnc(SCC(=O)O)o1,-5%,7%[57.1 µM],2%,i,-20%,-5%,36%[activator],-9%,-13%
Cc1cc(=O)c2cc(C(=O)Nc3ccccc3)ccc2[nH]1,-4%,11%,-3%,i,-8%,4%,13%,-30%,11%
CCCn1nc(NS(=O)(=O)c2ccccc2)c2cc3ccccc3nc21,3%,9%,0%,-4%,11%,10%,36%,4%,9%
O=C(NCCCN1CCCC1)c1cccc(N2CCCC2=O)c1,5%,-10%,-3%,i,1%,2%,14%,-16%,18%
CCCCOc1ccc(OCCCN2CCOCC2)cc1,0%,4%,2%,8%,-1%,13%,25%,-18%,14%
CC(=O)Nc1ccc(S(=O)(=O)Nc2nc3ccccc3nc2Nc2cccc(O)c2)cc1,-2%,10%,1%,i,8%,0%,26%,5%,-8%
CCOc1ccc(C(=O)c2ccc([N+](=O)[O-])cc2Cl)cc1,-5%,10%[57.1 µM],-3%,1%,-2%,1%,?,-17%[11.4 µM],-29%
Cc1ccc2c(c1)N(CC(=O)N1CCN(c3ccccc3)CC1)C(=O)C(C)O2 (stereo not given),5%,2%,2%,8%,9%,1%,28%[57 µM],-8%,-16%
COc1ccc2[nH]c(CN3CCN(CCC(C)C)C(CCO)C3)c(C)c2c1 (stereo not given),4%,24%,0%,0%,11%,0%,24%,-10%,-7%
Cc1ccc(OCC(=O)N2CCN(C(=O)c3cccnc3)CC2)cc1,-4%,-12%,0%,-4%,15%,-6%,28%,-6%,19%
COc1ccccc1CNC(=O)Cn1cnc2ccccc2c1=O,2%,28%[57.1 µM],2%,3%,2%,?,49%[activator],-6%,45%
CCn1c(=NC(=O)c2cccc(N3C(=O)CCC3=O)c2)sc2c(C)ccc(OC)c21,13%,65%[activator],?,-6%,-5%,1%,50%[activator],-4%,17%
COc1cccc(NC(=O)CSC2=Nc3ccccc3C3=NC(CCC(=O)NCc4ccco4)C(=O)N23)c1 (stereo not given),5%,20%[57.1 µM],-14%,9%,5%,11%,5%,-20%,19%
O=C(OCc1nnc(-c2ccccc2)o1)c1ccc2c(c1)OCCO2,-2%,4%[57.1 µM],26%,-5%,-13%,0%,83%,22%,-4%
Cc1ccc(NC(=O)c2ncn(-c3ccccc3)n2)c(Cl)c1,8%,-14%,5%,.,-7%,-1%,51%[activator],-19%,-9%
Cc1ccc(CNC(=O)C2CCC(=O)N2Cc2ccccc2Cl)cc1 (stereo not given),6%,12%,0%,-3%,-8%,6%,-1%,16%,4%
CC(=O)N1CCc2cc(C(=O)CN3CCC(C)CC3)ccc21,35%[activator],?,-2%,-1%,-9%,13%,39%,-21%,-36%
Cc1ccc(-c2cc(-c3ccccc3)nc(N)c2C#N)o1,64%[activator],32%,?,2%,0%,13%,12%,-22%,-12%
CC(C1CC1)N(C(=O)c1ccccc1O)c1ccccc1 (stereo not given),-6%,16%,3%,3%,25%,-2%,27%,2%,19%
O=C1CC(c2ccc(Cl)cc2)n2nc(N3C(=O)CCC3=O)nc2N1 (stereo not given),0%,23%,4%,-3%[11.5 µM],4%,.,-2%,0%,22%
COc1ccc(-n2c(SCC(=O)Nc3sc4c(c3C#N)CCCC4)nnc2-c2ccccc2OC)cc1,30%[activator],10%,481%[activator],7%,13%,-2%,23%,-13%,-11%
CC[n+]1c(/C=C(\C)OC)sc2ccccc21,2%,-1%,?,10%,-8%,11%,41%[activator],?,-47%
COc1ccccc1P(=O)(Cc1ccccc1[N+](=O)[O-])c1ccccc1 (stereo not given),-2%,19%,6%,-5%,-5%,-19%,57%[activator],-15%,-20%[56.9 µM]
COc1ccc(/C=C2\SC(=S)N(CCCC(=O)Nc3cccc(C(=O)O)c3)C2=O)cc1OC,?,-5%,?,-7%,4%,22%,-7%,-27%,-31%
N#CC(=C1CCCC1)c1nc(-c2ccccc2O)cs1,33%[activator],14%[57.1 µM],.,i,20%,3%,6%,-23%,?
COc1ccc2c(=O)c3ccccc3oc2c1,1%,15%[57.1 µM],30%[activator],-4%,3%,-11%,51%[activator],-4%,8%
CC1CCC(NC(=O)COC(=O)CSc2ccc(C(N)=O)cc2[N+](=O)[O-])CC1 (stereo not given),5%,0%[57.1 µM],-28%,-5%,1%,0%,30%,-17%,-26%
CCN(CCn1cccn1)C(=O)c1cc(COc2ccc(F)c(F)c2)on1,-8%,17%,7%,-4%,-1%,-3%,57%[activator],8%,-7%
Cc1cccc(NC(=O)CCN2C(=O)C3C4C=CC(C4)C3C2=O)n1 (stereo not given),3%,4%[57.1 µM],-19%,-3%,-7%,-10%,-1%,-12%[11.4 µM],-29%[11.4 µM]
Cc1cc(C)cc(C(=O)NCC(=O)OCN2C(=O)c3ccccc3C2=O)c1,6%,17%,3%,i,-1%,6%,26%,9%,5%
COc1cc(C(=O)NCCOc2cc(C)cc(C)c2)cc(OC)c1OC,0%,24%,-7%,-18%,1%,16%,25%,-7%,16%

# A stretch taken from the entries so far, for reference:
SMILES,Pin1 inhibitor,TrxR1 inh,12-LOX inh,Tb PGK inh,GLS inhibitor,ERG-DNA inh,HP1b chromo inh,JMJD2A Tudor inh,RGS4 inhibitor
CC[n+]1c(/C=C(\C)OC)sc2ccccc21,2%,-1%,?,10%,-8%,11%,41%[activator],?,-47%
COc1ccccc1P(=O)(Cc1ccccc1[N+](=O)[O-])c1ccccc1 (stereo not given),-2%,19%,6%,-5%,-5%,-19%,57%[activator],-15%,-20%[56.9 µM]

# More results follow.
SMILES,Pin1 inhibitor,TrxR1 inh,12-LOX inh,Tb PGK inh,GLS inhibitor,ERG-DNA inh,HP1b chromo inh,JMJD2A Tudor inh,RGS4 inhibitor
CCOc1ccccc1NC(=O)CC(O)(C(F)(F)F)C(F)(F)F,-5%,-2%,0%,-9%,11%,6%,47%[activator],-6%,7%
CC/C(C)=N/Nc1nc2c(c(=O)[nH]c(=O)n2C)n1CCc1ccccc1,0%,-12%,-17%,-7%,4%,6%,-4%,-24%,-1%
COc1cccc(NC(=O)CN(C)C(=O)c2ccc(NC(=O)CC3SC(N4CCCC4)=NC3=O)cc2)c1 (stereo not given),0%,16%,-3%,1%,2%,-7%,35%[activator],-2%,-15%
O=C(COc1cccc(Br)c1)N/N=C1\CCSC1,8%,2%[57.1 µM],12%,-4%,2%,-2%,2%,71µM*,-35%
CCN1CCN(C(=O)CN2C(=O)c3ccccc3S2(=O)=O)CC1,-1%,8%,?,6%,17%,-3%,24%,-8%,-9%
Oc1ccc2ccccc2c1-c1sc(Nc2ccccc2)n[n+]1-c1ccc(F)cc1,?,9%[57.1 µM],?,-1%,5%,-27%,21%,?,-14%
CCCCNC(=S)Nc1cccc2cnccc12,0%,?,-13%,-7%,3%,2%,3%,-6%,-36%
Cc1onc(C(=O)NN)c1C(=O)Nc1ncc(C(F)(F)F)cc1Cl,1%,2%[57.1 µM],10%,-1%,-3%,17%,52%[activator],-6%,-7%
COc1ccc(N2C(=O)CS(=O)(=O)C23C(=O)N(Cc2ccc(F)cc2)c2ccc(C)cc23)cc1 (stereo not given),36%[activator],21%,-20%,0%,-3%,1%,18%,-26%,-14%
CCOc1ccc(N(CC(=O)NCCSCc2ccccc2)S(=O)(=O)c2ccccc2)cc1,1%,0%,-8%,-8%,3%,3%,21%,-6%,-1%
C=CCOc1c(CNc2ncn[nH]2)cccc1OCC,3%,19%,9%,-3%,16%,5%,26%,7%,-2%
COc1ccc(OC)c(S(=O)(=O)N/N=C\c2ccc3c(c2)OCO3)c1,-3%,11%,-26%,-5%,25%,12%,-13%,-19%,-4%
O=c1oc2ccccc2c2c1ccc1ccccc12,16%,?,?,-5%,-5%,6%,232%[activator],133%[activator],-10%
